4MU fluor = 4-MU region autofluorescence; compound autofluorescence, 340/450 nm, 4-MU equivalents; stronger effect = higher value; 11% of 59,000 active; max dye-equivalent concentration, M; AID 589; in the data active = max dye-equivalent concentration above about 10 nM; inconclusive = mostly about 1.1 nM to 9.6 nM
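Compounds in 100 mM Tris, pH 8.0, incubated 15 min at room temperature, then fluorescence read at 340 nm excitation/450 nm emission. Signal converted to 4-MU dye-equivalent concentration using an on-plate six-point 4-MU standard curve.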
CRE Fsk mod = alters forskolin-stimulated CRE reporter signaling in CHO cells; CHO CRE-bla reporter (cAMP response element driving beta-lactamase), forskolin EC10, beta-lactamase ratio; Potency, µM (highest dose often 38.2 µM), for inactives: top-dose activity change, negative = inhibition, hits mostly activators; 2.5% of 71,000 active; AID 662; active = well fitted activation curve with a large enough effect in the signal ratio, with a control signal flat, not every such curve was filed as active; inconclusive = small, poorly fitted or top-dose-only effect, or effect the other way, or a change in a side signal; the % refers to the signal ratio; also: potency is read from the fitted curve at half-maximal effect; % of control where 0% means no effect
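CHO CRE-bla cells, overnight plating in Opti-MEM with 0.5% dialyzed FBS; cpd titration + EC10 NKH 477, 3 h 37 °C; CCF4 2 h RT; ex 405/em 460 vs 530 ratio → %Activity, AC50.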
Ub-GFP proteasome = proteasome inhibitors stabilizing ubiquitin-GFP reporter. Ubiquitin-GFP reporter cells, proteasome inhibition, GFP fluorescence; response scale: untreated = 0%, 10 µM MG-132 = 100%. 67,000 tested, under 10 active. AID 526. Potency, µM (doses to about 45.9 µM), for the others: at the highest dose activation (GFP accumulation), usual class: activators; active = well fitted activation curve with a large enough effect, not every such curve was filed as active; inconclusive = small, poorly fitted or top-dose-only effect, or another doubt; inactive = no such curve, though single readings can be large or run the other way; also: potency is read from the fitted curve at half-maximal effect
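U2OS cells stably expressing ubiquitin(G76V)-GFP, seeded overnight in 0.5% FBS medium, were exposed to compounds (qHTS, 46 uM to 2.9 nM) for 4 hr at 37 °C. GFP-positive cells were counted by laser cytometry (488 ex/515 em), normalized between basal and 10 uM MG-132.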
HBB splice mod = hemoglobin beta splicing modulation; Potency, µM (series often up to 46.1 µM), for the others: top-dose activation, actives largely listed as activators; 0.06% of 65,000 active; AID 925; HBB splicing reporter cell assay, activation; EGFP reporter with mutant IVS2-654 intron; response scale: normalised to 500 nM splice-correcting PNA; also: potency is read from the fitted curve at half-maximal effect; 0% is about no effect
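Compounds were applied for 2 days to HeLa EGFP-654 cells, 500/well in Optimem with 2% FCS. The reporter's EGFP is disrupted by mis-splicing of beta-globin intron IVS2-654. Readout: summed well GFP fluorescence from 488 nm laser scanning; reference was 500 nM antisense […] 654 PNA.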
DNA Pol III inh = DNA polymerase III holoenzyme inhibition; reconstituted DNA polymerase III holoenzyme replication, biochemical; Potency, µM (titrated, usually from 57.1 µM), for the others: at the highest dose activity change, negative = inhibition; 0.25% of 71,000 active; AID 603; also: potency is read from the fitted curve at half-maximal effect; % is scaled to controls: 0 for no effect and ±100 for the full control effect
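Reconstituted *E. coli* holoenzyme (0.35 nM Pol III, 1 nM beta, 154 nM SSB, 2 nM primase) was preincubated with compound for 15 min at RT. Synthesis on 1.4 nM ssM13Gori ran 35 min, then was stopped with PicoGreen/EDTA and read as dsDNA fluorescence.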
Hsp90 Hop PPI = changes Hsp90-Hop TPR2A binding signal, up or down; AlphaScreen TPR2A-His6 binding biotin-Hsp90 C-terminal peptide; Potency, µM (series often up to 57 µM), inactives show at the top dose activity change, negative = inhibition; 0.44% of 71,000 active; AID 595; active = well fitted curve in either direction with a large enough effect; inconclusive = small, poorly fitted or top-dose-only effect, or another doubt; also: potency is read from the fitted curve at half-maximal effect; % is scaled to controls: 0 for no effect and ±100 for the full control effect; many of its hits are not listed in these tables
BRCT inh red = disrupts BRCA1 BRCT binding to phosphoprotein, red fluorophore readout | P38398 | BRCT-phosphopeptide binding, red fluorescence polarization | Potency, µM (series often up to 76.9 µM), for the others: top-dose activity change, negative = inhibition, actives largely listed as inhibitors | 0.03% of 75,000 active | AID 892; also: % is scaled to controls: 0 for no effect and ±100 for the full control effect
Target sequence (P38398 whole entry, looked up): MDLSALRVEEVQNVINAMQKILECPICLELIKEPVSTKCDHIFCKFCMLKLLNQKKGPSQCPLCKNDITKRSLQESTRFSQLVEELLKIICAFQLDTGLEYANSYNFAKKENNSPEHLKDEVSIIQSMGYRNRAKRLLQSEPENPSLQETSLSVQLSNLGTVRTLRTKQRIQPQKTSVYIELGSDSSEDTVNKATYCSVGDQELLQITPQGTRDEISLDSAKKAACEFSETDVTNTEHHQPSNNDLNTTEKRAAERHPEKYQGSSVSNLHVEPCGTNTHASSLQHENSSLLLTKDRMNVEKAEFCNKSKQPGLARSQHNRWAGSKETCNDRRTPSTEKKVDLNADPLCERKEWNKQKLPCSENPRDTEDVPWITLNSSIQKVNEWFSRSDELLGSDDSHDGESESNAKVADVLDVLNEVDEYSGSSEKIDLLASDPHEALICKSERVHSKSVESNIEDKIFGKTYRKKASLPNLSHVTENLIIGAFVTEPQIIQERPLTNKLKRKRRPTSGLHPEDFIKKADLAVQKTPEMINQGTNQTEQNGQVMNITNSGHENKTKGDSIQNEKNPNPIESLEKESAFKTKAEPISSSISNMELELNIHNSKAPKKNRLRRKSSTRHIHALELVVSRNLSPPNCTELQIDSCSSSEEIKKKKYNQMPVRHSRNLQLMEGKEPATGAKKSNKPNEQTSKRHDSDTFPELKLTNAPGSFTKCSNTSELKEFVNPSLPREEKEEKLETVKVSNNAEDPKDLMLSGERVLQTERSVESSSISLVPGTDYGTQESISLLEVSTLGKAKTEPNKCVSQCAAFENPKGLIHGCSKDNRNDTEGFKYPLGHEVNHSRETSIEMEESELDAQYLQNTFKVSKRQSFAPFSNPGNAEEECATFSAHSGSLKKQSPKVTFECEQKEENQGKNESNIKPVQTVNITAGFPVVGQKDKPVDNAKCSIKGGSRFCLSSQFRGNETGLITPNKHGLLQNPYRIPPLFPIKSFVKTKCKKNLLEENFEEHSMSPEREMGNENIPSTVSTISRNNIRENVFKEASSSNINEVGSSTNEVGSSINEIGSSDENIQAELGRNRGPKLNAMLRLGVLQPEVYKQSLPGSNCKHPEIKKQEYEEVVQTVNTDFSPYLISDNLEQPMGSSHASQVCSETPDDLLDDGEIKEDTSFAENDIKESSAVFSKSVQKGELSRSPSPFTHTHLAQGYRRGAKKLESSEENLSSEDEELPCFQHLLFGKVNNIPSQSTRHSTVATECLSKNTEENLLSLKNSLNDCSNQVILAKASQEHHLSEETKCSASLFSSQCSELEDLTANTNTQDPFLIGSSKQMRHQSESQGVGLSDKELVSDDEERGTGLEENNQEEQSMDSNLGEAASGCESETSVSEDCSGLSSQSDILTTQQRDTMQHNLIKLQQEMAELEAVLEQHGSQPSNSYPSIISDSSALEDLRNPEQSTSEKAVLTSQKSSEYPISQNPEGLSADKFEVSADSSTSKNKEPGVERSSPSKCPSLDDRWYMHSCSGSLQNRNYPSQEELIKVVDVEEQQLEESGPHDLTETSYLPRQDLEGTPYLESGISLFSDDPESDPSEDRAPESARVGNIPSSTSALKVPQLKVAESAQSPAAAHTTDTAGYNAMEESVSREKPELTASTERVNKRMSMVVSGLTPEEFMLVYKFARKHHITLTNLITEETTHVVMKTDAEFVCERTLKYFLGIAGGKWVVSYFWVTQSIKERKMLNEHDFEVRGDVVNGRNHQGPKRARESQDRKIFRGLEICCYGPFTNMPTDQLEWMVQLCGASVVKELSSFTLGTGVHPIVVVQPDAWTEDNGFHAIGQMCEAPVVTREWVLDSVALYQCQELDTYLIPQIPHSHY
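Rhodamine-labelled pBACH1 10-mer (100 nM) bound to BRCT domain (100 nM) at pH 7.3; compounds incubated 12 min room temperature, polarization read. Free peptide defines full inhibition; unlabelled decapeptide titrated as control.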
BRCT PPI green = blocks human BRCA1 BRCT binding to phosphopeptide, green readout; Potency, µM (top dose mostly 76.9 µM), without a hit: at the highest dose activity change, negative = inhibition, hits mostly inhibitors; P38398; AID 875; 0.05% of 75,000 active; BRCA1 BRCT-phosphopeptide binding, green fluorescence polarization;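 also: potency is read from the fitted curve at half-maximal effect; plate controls were peptide without protein for full effect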
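Compounds were incubated for 12 min at room temperature with a complex of 100 nM fluorescein-tagged pBACH1 decapeptide and 250 nM His-tagged BRCT protein. Buffer was phosphate pH 7.3 with EDTA, DTT and Tween 20. Disruption of binding lowers the polarization signal.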
ALOX15 inhib = 15-hLO (ALOX15) enzyme inhibition; Potency, µM (series often up to 57.1 µM), without a hit: at the highest dose activity change, negative = inhibition, actives largely listed as inhibitors; 1.4% of 74,000 active; purified 15hLO-1, xylenol orange hydroperoxide absorbance; AID 887; P16050; also: potency is read from the fitted curve at half-maximal effect; % is scaled to controls: 0 for no effect and ±100 for the full control effect; nearly all actives have a fitted effect of over 55% in size
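Purified human 15hLO-1 (40 nM final) in 25 mM Hepes pH 7.5, 0.01% Triton X-100 was preincubated with compound 15 min at room temperature, then reacted 6 min with 50 uM arachidonic acid; hydroperoxide detected by Fe-XO, 573/405 nm absorbance ratio.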
A350 autofl = compounds fluorescent in Alexa 350 spectral region. Compound autofluorescence, 340/450 nm, Alexa 350 dye-equivalents; stronger effect = higher value. max dye-equivalent concentration, M. 11% of 59,000 active. AID 590; in the data active = max dye-equivalent concentration above about 10 nM; inconclusive = mostly about 1.1 nM to 9.6 nM
GFP derepression = epigenetic GFP locus derepression in mouse cells. mouse C127i GFP locus derepression, cytometry, 30 h. Potency, µM (top dose mostly 46.1 µM), for the others: top-dose GFP derepression (activation). 0.09% of 68,000 active; also: % of control where 0% means no effect
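Read-out is the number of GFP-positive cells, scored as fluorescent objects 20 to 120 um wide, reflecting derepression of a silenced CMV-GFP reporter in murine C127i cells after 30 h compound exposure at 37 C.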
Numbers without * were called inactive; i = inactive; ? = inconclusive; . = not tested or not shown; [ ] = remark or other dose. Unless noted, calls follow the shape of the dose curve; as a rule, active = well fitted curve in the direction sought with a large enough effect; inconclusive = small, poorly fitted or top-dose-only effect, or another doubt; inactive = no such curve, though single readings can be large; an effect the other way counts as inactive or inconclusive.

No. | Molecule | Ub-GFP proteasome | CRE Fsk mod | 4MU fluor | GFP derepression | DNA Pol III inh | ALOX15 inhib | Hsp90 Hop PPI | BRCT inh red | BRCT PPI green | HBB splice mod | A350 autofl
1 | O=C(O)c1ccc(S(=O)(=O)Cc2ccccc2)cc1 | -7% | 3% | i | 2% | -5% | -1% | -4% | -0.1% | -1.6% | -0.6% | i
2 | COc1ccc(C(CC(=O)O)NS(=O)(=O)c2ccc(C)cc2)cc1OC (configuration not stated) | -1% | 4% | i | -1% | 8% | -1% | -2% | -0.8% | -1.0% | . | i
3 | Cc1ccc(Cl)cc1N1CCN(C(=O)c2ccc(NS(=O)(=O)c3c(C)noc3C)cc2)CC1 | 2% | 2.5µM* | i | 2% | 4% | -8% | -6% | 0.7% | 1.1% | -0.9% | i
4 | COCC(=O)N(Cc1cc2cc(OC)ccc2[nH]c1=O)c1ccccc1 | . | ? | 3.3e-07M* | 0% | -7% | -1% | 1% | -0.3% | 2.3% | -0.6%[0.369 µM] | 4.5e-07M*
5 | Cc1ccc(-n2nc(C(=O)N3CCN(C)CC3)c3c4ccccc4n(C)c3c2=O)cc1 | 4% | ? | 2.1e-08M* | 1% | -1% | 8% | 0% | 1.2% | -0.7% | -2.1% | 2e-08M*
6 | Cn1c(=O)c2c(nc(Oc3ccccn3)n2C)n(C)c1=O | 7% | 4% | i | 0% | -4% | 2% | -1% | -0.4% | -1.6% | -1.1% | i
7 | O=C(Oc1ccccc1)c1cccc(COC(=O)c2cnccn2)c1 | -3% | 0% | i | 6% | -9% | -9% | -3% | 1.3% | -0.8% | -0.8% | i
8 | CCCCCn1c(=O)c(-c2nc3ccccc3c(=O)[nH]2)c(O)c2ccccc21 | 5% | -6% | ? | 0% | -4% | 3% | -1% | -1.0% | -1.7% | -1.0% | ?
9 | N=c1n(CCOc2ccccc2)c2ccccc2n1CCN1CCOCC1 | -4% | -9% | . | 5% | 2% | 5% | -6% | 0.4% | -0.2% | -1.1% | .
10 | CCCCC(=O)Nc1ccc(NC(=O)C2CC2)nc1 | 2% | 6% | i | -1% | -7% | 1% | -14% | -1.8% | -0.4% | -3.8% | i
11 | COc1ccccc1N1CCN(C(=O)C(Cc2ccccc2)NC(=O)C2CCCCC2)CC1 (configuration not stated) | 3% | -26% | i | 4% | -1% | -15% | -6% | -1.9% | 1.1% | -3.1% | i
12 | COc1cccc(-c2nccc(NCc3cccs3)n2)c1 | -4% | -3% | i | -5%[9.22 µM] | 1% | -23% | 29% | 0.0% | 0.8% | -0.8% | i
13 | CCS(=O)(=O)N1CCN(Cc2ccccc2OC)CC1 | -2% | -10% | i | -1% | -5% | 1% | -1% | -1.6% | -4.2% | -2.0% | i
14 | CCN(CC)c1ccc(NC(=O)CN2CCN(c3ccc(F)cc3)CC2)cc1 | 2% | -11% | i | 1% | -6% | 2% | -25% | 1.1% | -1.8% | 0.3%[57.5 µM] | i
15 | N#Cc1cccc(NC(=O)N2CC3(CCN(C(=O)c4ccco4)CC3)C2)c1 | 11% | 1% | i | 0%[9.22 µM] | -4% | -9% | -2% | -0.2% | -0.8% | 3.3% | i
16 | Nc1c(Cl)cc(Cl)cc1Cl | . | 4% | . | . | 3% | 4% | -1% | 0.0% | -1.8% | 0.5% | .
17 | OCCN1CCN(C(=S)c2ccc(Cl)cc2)CC1 | 9% | -2% | i | 4% | -7% | -16% | 0% | 1.4% | -0.7% | 0.1% | i
18 | CC1(c2ccc(OC(F)F)cc2)NC(=O)N(CC(=O)Nc2ccc3c(c2)OCO3)C1=O (configuration not stated) | 0% | -6% | i | 0% | -4% | -1% | -5% | -0.4% | 0.6% | 0.0%[57.5 µM] | i
19 | O=C(CSc1nc2ccccc2s1)NCCCN1CCOCC1 | -3% | 1% | 2.2e-08M* | -2% | 1% | -5% | 50% | -2.6% | 0.2% | 2.1%[57.5 µM] | 2.2e-08M*
20 | CCNC(=O)[C@H](C)/C=C/C(NC(=O)OCc1ccccc1)c1ccc(C(=O)OC)cc1 (some centres not stated) | . | -16% | . | . | -2% | -7% | 1% | 0.9% | 0.8% | 0.9% | .
21 | COc1cccc(C(=O)NCCC2=CCCCC2)c1OC | -5% | 7% | i | 4% | 0% | -19% | 1% | -1.4% | -1.6% | 1.0% | i
22 | O=C(Nc1ccncc1)C1COc2ccccc2O1 (configuration not stated) | -2% | -5% | i | -4% | -5% | 8% | -1% | 2.3% | -2.0% | 1.8% | i
23 | O=C(CN(c1ccc2c(c1)OCCO2)S(=O)(=O)c1ccccc1)NCC1CCCO1 (configuration not stated) | 5% | -3% | i | -2% | -7% | 5% | -3% | -1.2% | -1.4% | 0.8% | i
24 | CCN(CC)CCNC(=O)c1cc2c(-c3ccc(Cl)cc3)nn(C)c2s1 | -8% | ? | . | . | ? | ? | 2%[2.3 µM] | -1.1% | 4.7% | -0.5% | .
25 | COc1ccccc1N1CC(O)=C(c2nc3ccccc3c(=O)[nH]2)C1=N | -2% | 18% | ? | 7% | -6% | 5% | -3% | -0.4% | 2.7% | 0.2%[57.5 µM] | 1.1e-08M*
26 | Cc1ccc(CN2C(=O)CCC2C(=O)N2CCN(c3ccc(F)cc3)CC2)cc1 (configuration not stated) | 8% | -11% | i | 2% | -3% | -2% | 0% | 0.6% | -0.1% | -0.5% | i
27 | O=C(CN1C(=O)c2ccccc2S1(=O)=O)N1CCN(c2cccc(Cl)c2)CC1 | 1% | ? | i | -2% | 7% | -2% | 1% | -0.7% | -0.7% | -0.7% | i
28 | CCn1ccc(C(=O)Nc2ccc(N(C)C(C)=O)cc2)n1 | 11% | -16% | ? | 0% | -2% | 1% | 4% | -1.1% | -0.8% | -1.3% | ?
29 | CN(C)C(=O)c1c(-c2ccccc2)oc2ccc(O)cc12 | -1% | ? | 2.1e-07M* | -1% | -1% | -20% | ? | 2.6% | -0.3% | -7.0% | 2.4e-07M*
30 | CC1CC(=O)C2=C(C1)Nc1ccccc1N(C(=O)COc1ccccc1)C2c1ccco1 (configuration not stated) | 17% | 1% | i | 4% | -8% | 0% | -7% | -0.5% | -1.6% | -1.8% | i
31 | CCn1c(SCC(=O)Nc2cc(C)on2)nc2c1c(=O)n(C)c(=O)n2C | -3% | -4% | i | 0% | -6% | 4% | 0% | 0.7% | -1.7% | 0.1%[57.5 µM] | i
32 | c1ccc(-c2cc(-c3nnc4sc(-c5ccccn5)nn34)[nH]n2)cc1 | . | ? | i | 0% | ? | -11% | ? | -0.1% | -2.7% | 6.1%[0.369 µM] | i
33 | CCOC(=O)c1ccc(NC(=O)CCc2nc(-c3ccccc3)no2)cc1 | 1% | ? | ? | 0% | -1% | -18% | 15% | -1.0% | -2.6% | -0.1% | ?
34 | COC(=O)C(NC(=O)c1ccccc1)=C(C)C | . | -11% | i | 0% | -2% | 2% | -3% | 0.8% | -2.4% | 4.5%[0.369 µM] | i
35 | CNc1ncnc2ccc(-c3ccc4c(c3)OCO4)cc12 | 3% | 5% | i | 0%[9.22 µM] | -7% | 7% | -2% | 0.2% | -3.3% | -1.5% | i
36 | Cc1noc(C)c1-c1cc(N2CCN(C)CC2)ncn1 | -6% | 4% | i | -1%[9.22 µM] | -2% | 2% | -4% | -1.6% | -5.1% | 0.6% | i
37 | N#Cc1c2c(c(=S)n(-c3ccccc3)c1N)CCCC2 | -1%[9.17 µM] | ? | . | -2% | -16%[11.4 µM] | 1.6µM* | -18%[11 µM] | -2.8% | -10% | -0.9%[0.0738 µM] | .
38 | O=C(Oc1ccccc1)c1ccc(COC(=O)c2cnccn2)cc1 | -6% | -5% | i | -4% | 6% | -3% | 0% | 0.2% | 0.5% | 0.3% | i
39 | Cc1ccc(C(=O)CSc2nnc(-c3ccccc3N)n2C)cc1 | 0% | -10% | i | 1% | -5% | 1% | -4% | 0.5% | -5.6% | -0.9% | ?
40 | O=C(Nc1ccc(Br)cc1)c1cnccn1 | 1% | -3% | . | 0% | -3% | 2% | -7% | 1.1% | 0.3% | -0.7% | .

No new results follow: 2 of the compounds above.
No. | Molecule | Ub-GFP proteasome | CRE Fsk mod | 4MU fluor | GFP derepression | DNA Pol III inh | ALOX15 inhib | Hsp90 Hop PPI | BRCT inh red | BRCT PPI green | HBB splice mod | A350 autofl
39 | Cc1ccc(C(=O)CSc2nnc(-c3ccccc3N)n2C)cc1 | 0% | -10% | i | 1% | -5% | 1% | -4% | 0.5% | -5.6% | -0.9% | ?
40 | O=C(Nc1ccc(Br)cc1)c1cnccn1 | 1% | -3% | . | 0% | -3% | 2% | -7% | 1.1% | 0.3% | -0.7% | .

Rows are unselected; about 12% have a hit in one of these screens.
